# Screening data from PubChem.
# ROS inducer – inducers of reactive oxygen species in cancer cells; U2OS ROS induction, H2DCF-DA fluorescence; ROS induction (% of piperlongumine), % at 10 µM; 46,000 tested, 2% active; AID 624156; in the data active = ROS induction above about 79%, passing the limit was not always enough;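 also: 0% = DMSO vehicle median and 100% = reference compound median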
# Starred values were filed as active, the others as inactive. Some of the compounds tested; rates above refer to the full screens.
SMILES,ROS inducer
C[C@H]1CN([C@@H](C)CO)C(=O)CCCn2nncc2CO[C@H]1CN(C)Cc1ccc(-c2ccccc2)cc1,14.6
C[C@H](CO)N1C[C@H](C)[C@H](CN(C)C(=O)NC2CCCCC2)Oc2ncc(C#Cc3ccc(C(F)(F)F)cc3)cc2C1=O,42.1
COc1ccc(NC(=O)Nc2cccc3c2O[C@H](CN(C)Cc2ccc(Cl)c(Cl)c2)[C@@H](C)CN([C@H](C)CO)C3=O)cc1,19.9
C=C(C(=O)O)C(O)CCC1(C)C2CC3C(C2)C31C (stereo unspecified),-6.3
COc1ccc(NC(=O)Nc2ccc3c(c2)C(=O)N([C@@H](C)CO)C[C@H](C)[C@H](CN(C)S(=O)(=O)c2ccc(C)cc2)O3)cc1,-5.9
CC(C)NC(=O)Nc1ccc2c(c1)CC(=O)N([C@H](C)CO)C[C@@H](C)[C@@H](CN(C)CC1CCCCC1)O2,22.1
COC(=O)c1cc(NC(=O)CSc2nc(C)cc(C)n2)cc(C(=O)OC)c1,-7.9
O=C(CCS(=O)(=O)c1cccc2nsnc12)NC1CCCCC1,-13.7
CCn1cc(C2N3CC4(C)CN2CC(C)(C3)C4O)c2ccccc21 (stereo unspecified),-7.6
C[C@H](CO)N1C[C@H](C)[C@H](CN(C)C)Oc2c(NC(=O)Nc3ccc(F)cc3)cccc2C1=O,-11.0
CSc1ccc(C(=O)NC(=O)Nc2cc(C)on2)s1,0.6
C[C@@H]1O[C@@H](O[C@@H]2[C@@H](O)[C@H](O[C@@H]3[C@@H](O)[C@@H](O)[C@H](O[C@H]4[C@H](OC(=O)[C@]56CCC(C)(C)C[C@H]5C5=CCC7[C@@]8(C)C[C@H](O)[C@H](O[C@@H]9O[C@H](C(=O)O)[C@@H](O)[C@H](O)[C@H]9O)[C@@](C)(CO)C8[C@H](O)C[C@@]7(C)[C@]5(C)C[C@H]6O)OC[C@H](O)[C@@H]4O)O[C@H]3C)OC[C@H]2O)[C@H](O)[C@H](O)[C@H]1O (stereo partly specified),13.1
CC(NC(=O)c1ccccc1N)C(N)=O (stereo unspecified),-5.6
Cn1nnnc1SCCNCc1cccnc1,-4.0
C[C@@H]1CN([C@@H](C)CO)C(=O)c2cc(NC(=O)C3CC3)ccc2O[C@@H]1CN(C)C(=O)Nc1ccc2c(c1)OCO2,-2.3
COc1ccc(S(=O)(=O)N(C)C[C@@H]2Oc3ccc(NC(=O)C4CC4)cc3C(=O)N([C@H](C)CO)C[C@H]2C)cc1,32.9
C[C@@H]1CN([C@H](C)CO)C(=O)c2cccc(NS(=O)(=O)c3cccs3)c2O[C@@H]1CN(C)Cc1ccc2c(c1)OCO2,-3.3
O=C(CCCCCCC(=O)Nc1ccccc1O)N/N=C/c1ccc(Br)o1,-4.4
C=CCNc1sc(N)c(C#N)c1C(=O)c1ccc(Br)s1,24.6
Cc1noc(C)c1S(=O)(=O)N(C)C[C@H]1Oc2ccc(NC(=O)NC3CCCCC3)cc2CC(=O)N([C@@H](C)CO)C[C@H]1C,5.4
COc1ccc2[nH]c3c(=O)n(Cc4ccc(C(=O)NCCc5ccc(C)cc5)cc4)c(=S)[nH]c3c2c1,35.1
CC(C)NC(=O)N(C)C[C@H]1Oc2ccc(NS(=O)(=O)c3ccccc3)cc2C(=O)N([C@@H](C)CO)C[C@@H]1C,-9.5
CC1(C)Cc2c(C#N)c(OCC(=O)c3ccc(Cl)cc3)nc(-c3ccco3)c2CO1,23.2
Cc1c(C)n(C(=O)CSc2nc3ccccc3s2)c2ccccc12,1.9
Cc1cc(Br)ccc1NC(=O)CCCN1C(=O)c2ccccc2C1=O,-13.4
COC(=O)c1cc(C)sc1NC(=S)Nc1cnn(C)c1C(N)=O,-6.4
COc1ccc(S(=O)(=O)Nc2cccc3c2O[C@H](CN(C)S(=O)(=O)c2ccc(Cl)cc2)[C@@H](C)CN([C@H](C)CO)C3=O)cc1,1.2
Cc1ccc(S(=O)(=O)Nc2ccc3c(c2)C(=O)N([C@H](C)CO)C[C@@H](C)[C@@H](CN(C)C)O3)cc1,-2.6
COC(=O)C1=C(NC(=O)c2cccc(Cl)c2)CCS1,32.1
C[C@H]1CN([C@@H](C)CO)C(=O)c2cc(NS(=O)(=O)c3ccccc3)ccc2O[C@H]1CN(C)S(=O)(=O)c1ccccc1,32.8
COc1ccc(NC(=O)Nc2ccc3c(c2)CC(=O)N([C@@H](C)CO)C[C@H](C)[C@H](CN(C)S(=O)(=O)c2c(C)noc2C)O3)cc1,-0.5
Nc1nccc(-c2nn(-c3ccc(Cl)cc3)ccc2=O)n1,-17.7
COc1ccc(NC(=O)N(C)C[C@H]2Oc3ccc(NC(=O)Nc4c(C)noc4C)cc3CC(=O)N([C@@H](C)CO)C[C@@H]2C)cc1,5.9
C[C@@H]1CN([C@@H](C)CO)C(=O)c2cccc(N(C)C)c2O[C@H]1CN(C)Cc1ccc(C(F)(F)F)cc1,-5.0
O=C(CCCCC(=O)N/N=C/c1ccc(F)c(Oc2ccccc2)c1)NO,-10.7
COc1cc(OC2OC(COC3OCC(O)(CO)C3O)C(O)C(O)C2O)c2c(-c3ccc(O)c(O)c3)cc(=O)oc2c1 (stereo unspecified),-7.7
Cc1ccc(C(=O)O)cc1S(=O)(=O)NCC1CCCO1 (stereo unspecified),25.9
C[C@@H]1CN([C@H](C)CO)C(=O)Cc2cc(NC(=O)Nc3ccc(C(F)(F)F)cc3)ccc2O[C@H]1CN(C)Cc1ccc(-c2ccccc2)cc1,47.2
C[C@H]1CN([C@@H](C)CO)C(=O)c2cc(NC(=O)C3CCCCC3)ccc2O[C@@H]1CN(C)Cc1ccc2c(c1)OCO2,23.1
CNC[C@@H]1Oc2ccc(NC(=O)NC(C)C)cc2CC(=O)N([C@H](C)CO)C[C@H]1C,1.2
COc1ccc2c(c1)OC(O)(C(F)(F)F)CC2=O (stereo unspecified),-11.4
CN(C(=O)c1ccc(COc2ccccc2Cl)o1)c1ccccc1,2.3
O=C(Nc1ccc(Cl)cc1)NC(Cc1ccccc1)C(=O)O (stereo unspecified),-5.2
Clc1ccc(-c2cn3c4ccccc4nc3n2CCN2CCOCC2)cc1,23.8
CSCC1OC(n2cnc3c(=O)[nH]cnc32)C(O)C1O (stereo unspecified),-5.0
C[C@@H]1CN([C@H](C)CO)C(=O)c2cc(NC(=O)C3CC3)ccc2O[C@H]1CN(C)S(=O)(=O)c1cccs1,9.3
CC(C)CC(C(=O)O)N1C(=O)c2ccccc2C1=O (stereo unspecified),-9.5
CSc1ccccc1NC(=O)CN(C)S(=O)(=O)c1ccc(F)cc1,-8.5
COc1ccc(-c2nnc(SCC(=O)Nc3cccc(F)c3)n2C)cc1,-0.9
COc1ccc(CN(C)C[C@@H]2Oc3c(NC(=O)NC4CCCCC4)cccc3C(=O)N([C@H](C)CO)C[C@@H]2C)cc1,-8.8
CCCCC(CC)CNc1nc(=S)[nH]c2ccccc12 (stereo unspecified),-8.8
CCCCC1(Cc2ccccc2)C(=O)Nc2ccccc2C1=O (stereo unspecified),16.0
COc1ccc(S(=O)(=O)Nc2ccc3c(c2)C(=O)N([C@H](C)CO)C[C@H](C)[C@@H](CN(C)C(=O)Nc2ccc(C(F)(F)F)cc2)O3)cc1,14.1
COc1ccc(NC(=O)Nc2cccc3c2O[C@@H](CN(C)Cc2ccncc2)[C@@H](C)CN([C@H](C)CO)C3=O)cc1,7.3
CS(=O)(=O)N1CCCC(C(=O)N2CCCCC2)C1 (stereo unspecified),-3.4
O=C(CSc1nc2ccccc2[nH]1)Nc1cccc(I)c1,-3.0
COc1ccc(S(=O)(=O)N(C)C[C@H]2Oc3ccc(NS(=O)(=O)c4cccs4)cc3CC(=O)N([C@H](C)CO)C[C@H]2C)cc1,5.3
C[C@@H]1CN([C@@H](C)CO)C(=O)Cc2cc(NC(=O)CCC(F)(F)F)ccc2O[C@@H]1CN(C)Cc1ccc(Oc2ccccc2)cc1,70.3
C=CCn1c(SCC(=O)NCCc2ccccc2)nc2sc3c(c2c1=O)CCCC3,-2.6
O=C(Nc1ccccc1)Nc1ccc2c(c1)OCO2,-17.0

# Next compounds
SMILES,ROS inducer
COc1cccc(Cn2c(SCc3ccc(C(=O)NC4CCCC4)cc3)nc3ccncc32)c1,19.4
COc1ccc(NC(=O)Nc2cccc3c2O[C@H](CN(C)S(=O)(=O)c2ccc(Cl)cc2)[C@H](C)CN([C@@H](C)CO)C3=O)cc1,-0.5
CN/C(=C/[N+](=O)[O-])NCCSCc1ccc(CN(C)C)o1,-7.3
CS(=O)(=O)N(CC(=O)Nc1ccc(Oc2ccccc2)cc1)C1CCCCC1,-8.8
COc1cc(-c2nnn(CC(=O)Nc3ccccc3C)n2)cc(OC)c1OC,26.4
COc1cc(-c2coc3cc(O)cc(O)c3c2=O)c(OC)cc1O,4.0
C[C@H](CO)N1C[C@H](C)[C@H](CN(C)S(=O)(=O)c2ccccc2)Oc2ccc(NC(=O)Cc3ccccc3)cc2CC1=O,0.0
O=C(NCCc1ccccc1)c1ccc(Cl)cc1,11.6
C[C@H]1CN([C@@H](C)CO)C(=O)c2cc(NC(=O)C3CC3)ccc2O[C@H]1CN(C)C(=O)Nc1ccc2c(c1)OCO2,-0.4
CC(=O)NC(=S)Nc1ccc(S(=O)(=O)Nc2nc(C)cc(C)n2)cc1,-1.8
COCCOC(=O)N1C(=O)[C@@]2(c3cc(C#CCCO)ccc31)[C@H](C(=O)NC[C@H](O)c1ccccc1)[C@H]1C(=O)O[C@H](c3ccccc3)[C@H](c3ccccc3)N1[C@@H]2c1ccc(O)cc1,32.5
COc1ccc(CN(C)C[C@@H]2Oc3ccc(NS(=O)(=O)c4cccs4)cc3C(=O)N([C@@H](C)CO)C[C@H]2C)cc1,2.3
CCOC(=O)c1c(NC(=O)CC2NCCNC2=O)sc2c1CCCC2 (stereo unspecified),-3.8
Brc1ccccc1OCC1CCCN2CCCCC12 (stereo unspecified),2.4
CNC[C@@H]1Oc2c(NC(=O)Nc3c(C)noc3C)cccc2C(=O)N([C@H](C)CO)C[C@@H]1C,-9.7
CC1CCN(c2nnc(NC(=O)c3cc(-c4ccc(Br)cc4)on3)s2)CC1,-12.8
C[C@H]1CN([C@@H](C)CO)C(=O)c2cc(NS(=O)(=O)c3cn(C)cn3)ccc2O[C@@H]1CN(C)Cc1ccc(Cl)c(Cl)c1,-16.2
C[C@H]1CN([C@@H](C)CO)C(=O)c2cc(NC(=O)Nc3ccc4c(c3)OCO4)ccc2O[C@@H]1CN(C)S(C)(=O)=O,-6.5
C[C@@H]1CN([C@H](C)CO)C(=O)c2cc(NC(=O)CCCN(C)C)ccc2O[C@H]1CN(C)Cc1ccncc1,-8.4
COc1ccc(CN(C)C[C@@H]2Oc3ccc(NC(=O)Nc4c(C)noc4C)cc3C(=O)N([C@@H](C)CO)C[C@@H]2C)cc1,-5.3
C[C@H](CO)N1C[C@H](C)[C@H](CN(C)CC2CCCCC2)Oc2c(NS(=O)(=O)c3ccc(Cl)cc3)cccc2C1=O,2.4
COC(=O)c1ccc(NC(=O)CN2C(=O)CN(c3ccc(Br)cc3)C2=O)cc1,-20.8
Cc1noc(C)c1NC(=O)Nc1ccc2c(c1)CC(=O)N([C@H](C)CO)C[C@@H](C)[C@@H](CN(C)S(=O)(=O)c1cn(C)cn1)O2,-7.4
[N-]=[N+]=Nc1ccccc1C[C@]1(C(=O)N2CCCCC2)N=C(c2ccc(OCCCO)cc2)O[C@H]1c1ccccc1,14.4
COC(=O)c1ccc(NC(=O)CSc2nnnn2-c2ccccc2OC)cc1,9.3
CC(C)(C)c1ccc(Oc2ccc(NC(=O)c3ccccc3)cn2)cc1,57.4
C[C@H](CO)N1C[C@H](C)[C@H](CN(C)Cc2ccccc2)Oc2ncc(Br)cc2C1=O,7.2
O=C(O)CCCCCC(=O)N/N=C/c1c(O)ccc2ccccc12,-16.6
C=CCNC(=O)[C@H]1[C@@H]2C(=O)O[C@@H](c3ccccc3)[C@@H](c3ccccc3)N2[C@@H](c2ccc(O)cc2)[C@]12C(=O)N(C(=O)OCCOC)c1ccccc12,14.5
O=C1Nc2ccccc2C(O)(C(=O)NCc2ccc3c(c2)OCO3)N1c1c(F)cccc1F (stereo unspecified),-15.0
Cc1nn(CC(=O)NCc2cccnc2)c(C)c1[N+](=O)[O-],-7.6
O=C(Oc1ccccc1)N1CCCC1,12.0
C[C@H](CO)N1C[C@H](C)[C@@H](CN(C)CC2CC2)Oc2ccc(NS(=O)(=O)c3ccc(F)cc3)cc2C1=O,8.0
O=C(O)CCCCCCC(=O)N/N=C/c1ccccc1Cl,-6.5
C[C@H](CO)N1C[C@H](C)[C@H](CN(C)C)Oc2ccc(NS(C)(=O)=O)cc2C1=O,-3.6
FC(F)(F)c1cc(C#CCN2CCCCC2)cc(C(F)(F)F)c1,37.9
C[C@H](CO)N1C[C@H](C)[C@H](CN(C)Cc2ccc(C(F)(F)F)cc2)Oc2ccc(NC(=O)CCC(F)(F)F)cc2C1=O,3.1

# A draw from above in order of SMILES length, rising.
SMILES,ROS inducer
O=C(O)CCCCCCC(=O)N/N=C/c1ccccc1Cl,-6.5
FC(F)(F)c1cc(C#CCN2CCCCC2)cc(C(F)(F)F)c1,37.9
Cc1nn(CC(=O)NCc2cccnc2)c(C)c1[N+](=O)[O-],-7.6
CC(C)(C)c1ccc(Oc2ccc(NC(=O)c3ccccc3)cn2)cc1,57.4
O=C1Nc2ccccc2C(O)(C(=O)NCc2ccc3c(c2)OCO3)N1c1c(F)cccc1F (stereo unspecified),-15.0
C[C@H](CO)N1C[C@H](C)[C@H](CN(C)Cc2ccccc2)Oc2ncc(Br)cc2C1=O,7.2
C[C@H](CO)N1C[C@H](C)[C@H](CN(C)C)Oc2ccc(NS(C)(=O)=O)cc2C1=O,-3.6
[N-]=[N+]=Nc1ccccc1C[C@]1(C(=O)N2CCCCC2)N=C(c2ccc(OCCCO)cc2)O[C@H]1c1ccccc1,14.4
C[C@H](CO)N1C[C@H](C)[C@@H](CN(C)CC2CC2)Oc2ccc(NS(=O)(=O)c3ccc(F)cc3)cc2C1=O,8.0
C[C@H](CO)N1C[C@H](C)[C@H](CN(C)Cc2ccc(C(F)(F)F)cc2)Oc2ccc(NC(=O)CCC(F)(F)F)cc2C1=O,3.1
C=CCNC(=O)[C@H]1[C@@H]2C(=O)O[C@@H](c3ccccc3)[C@@H](c3ccccc3)N2[C@@H](c2ccc(O)cc2)[C@]12C(=O)N(C(=O)OCCOC)c1ccccc12,14.5
